NR2E3 ag-1 – activates human photoreceptor nuclear receptor NR2E3. 0.12% of 320,000 active. Q9Y5X4. GST-NR2E3/biotin-RetCOR TR-FRET, 1536-well. AID 2300. inhibition of corepressor binding, % at 4.78 µM;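 active means percent inhibition above the cutoff of mean plus 3 SD of all tested compounds, set per screening campaign, cut at about 20% in these data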;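 further: 0% = DMSO wells and 100% = biotin wells as full block of FRET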
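system = GST-tagged NR2E3 plus biotinylated RetCOR corepressor | input = 1.35 nM GST-NR2E3 | also added = 7 nM biotin-RetCOR | schedule = 5 h incubation at 4 °C | measured by = TR-FRET with europium anti-GST and streptavidin-D2, 340 nm excitation | read-out = percent loss of FRET ratio relative to control wells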
HIF-2a inh – blocks HIF-2a reporter activity; 786-0 RCC cells HIF-2a reporter, luciferase luminescence, overnight; inhibition, % at 18.8 µM; 0.72% of 360,000 active; AID 624352;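 active means inhibition of the luminescence signal of 40% or more relative to plate controls, in a single-dose primary screen at 18.75 µM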
NR2E3 ag-2 – agonists of human NR2E3 nuclear receptor | Q9Y5X4 | CHO-S Gal4-NCOR/VP16-NR2E3 two-hybrid, luciferase | inhibition of corepressor binding, % at 3.98 µM | 0.35% of 360,000 active | AID 602229;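 active means inhibition above the mean of all tested compounds plus 3 SD, cut at about 70% in these data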;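 further: 0% = DMSO with NR2E3 transfected cells and 100% = cells lacking NR2E3 construct; higher means lower luciferase signal from less NR2E3 corepressor binding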
H9c2 protect – modulators protecting cardiomyocytes from myocardial damage. H9c2 cardiomyocytes, H2O2 injury protection, ATPLite, 2 h. 0.63% of 360,000 active. protection from H2O2 cell death, % at 20 µM;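 active means compounds giving at least 50% protection of heart cells from peroxide-induced death in the single-dose screen, raw or plate-pattern-corrected value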;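 further: 0% = DMSO wells with peroxide and 100% = DMSO wells without peroxide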
CaV13 ICDI inh – Primary screen for inhibitors of IQ motif and Ca2+-dependent inactivation inhibitor domain binding in CACNA1D, Förster resonance energy transfer in living cells, …; inhibition, % at 12.3 µM; HEK cells, CFP/YFP FRET ICDI-IQ, plate reader, 10 min; percent FRET-ratio fall versus neutral wells; 0.098% of 340,000 active;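 active means mean replicate inhibition of at least 30% and at least 1% of replicates passing that level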;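 further: 0% = median of the neutral control wells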
PDI turbidity – PDI (human) enzyme inhibition | inhibition, % at 10 µM | PDI insulin aggregation turbidity, A650, 90 min | AID 588391 | 0.052% of 350,000 active;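 active means mean inhibition across replicates of 30% or more, whatever share of single replicates reach that level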;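 further: absorbance from insulin aggregation driven by PDI reduction with DTT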
Target sequence (P07237 whole entry, looked up): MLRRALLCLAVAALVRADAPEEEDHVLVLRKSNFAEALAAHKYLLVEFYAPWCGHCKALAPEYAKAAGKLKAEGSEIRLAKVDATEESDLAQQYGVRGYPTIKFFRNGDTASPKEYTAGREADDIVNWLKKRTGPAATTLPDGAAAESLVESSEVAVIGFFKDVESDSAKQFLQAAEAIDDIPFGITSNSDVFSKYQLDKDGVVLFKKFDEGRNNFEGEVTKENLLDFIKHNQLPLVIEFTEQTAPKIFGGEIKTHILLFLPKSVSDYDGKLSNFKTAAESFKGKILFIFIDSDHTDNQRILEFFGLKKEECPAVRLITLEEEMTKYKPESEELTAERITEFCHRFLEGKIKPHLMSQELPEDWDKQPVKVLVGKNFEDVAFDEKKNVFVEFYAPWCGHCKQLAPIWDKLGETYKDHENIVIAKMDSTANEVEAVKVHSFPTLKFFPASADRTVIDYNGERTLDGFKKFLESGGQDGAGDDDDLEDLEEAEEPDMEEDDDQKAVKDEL
HTR2A ag – agonists of mouse serotonin 5-HT2A receptor (HTR2A); P35363; CHO-K1 mHTR2A beta-arrestin complementation, luminescence; percent of 30 µM serotonin response; activation, % at 7.6 µM; 0.66% of 360,000 active;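 active means activation above a run cutoff, the mean activation of all tested compounds plus 3 SD, cut at about 14% in these data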;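 further: 0% = plate median of compound wells and 100% = 30 µM serotonin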
Target sequence (P35363 whole entry, looked up): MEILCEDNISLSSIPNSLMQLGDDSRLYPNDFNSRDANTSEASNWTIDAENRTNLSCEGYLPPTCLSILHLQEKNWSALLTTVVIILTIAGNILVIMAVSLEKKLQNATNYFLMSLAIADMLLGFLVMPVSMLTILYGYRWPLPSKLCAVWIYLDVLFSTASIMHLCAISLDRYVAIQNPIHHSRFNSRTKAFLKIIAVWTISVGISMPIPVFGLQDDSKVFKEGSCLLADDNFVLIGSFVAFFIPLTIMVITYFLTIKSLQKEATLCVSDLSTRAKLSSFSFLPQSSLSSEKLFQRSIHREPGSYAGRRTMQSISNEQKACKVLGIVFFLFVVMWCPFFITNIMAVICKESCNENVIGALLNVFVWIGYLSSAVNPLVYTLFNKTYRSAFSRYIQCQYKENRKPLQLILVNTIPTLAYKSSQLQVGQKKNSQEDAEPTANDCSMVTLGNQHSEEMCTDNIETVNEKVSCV
Shn3 inh set2 – Schnurri-3 reporter inhibition in Clone20 osteoblasts | inhibition, % at 12.5 µM | 0.52% of 360,000 active | Clone20 osteoblast Shn3 3'UTR firefly luciferase, 24 h;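 active means mean inhibition of at least 75% with every replicate also reaching 75%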;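 further: 0% = median of neutral control wells and 100% = pilot-screen positive control compound; some compounds past the cut are filed as inactive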
MITF TRPM1 inh – MITF TRPM1 promoter inhibition in SK-MEL-5 cells; SK-MEL-5 TRPM1 promoter luciferase, 24 h; inhibition, % at 12.5 µM; 0.83% of 330,000 active; AID 488899;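 active means mean inhibition across replicates of 60% or more, whatever share of single replicates reaches that level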; further: values of inactives mirror those of a sister screen read the other way
Peg3 prom inh – reduces Peg3 promoter-driven luciferase expression in HeLa; HeLa PEG-Prom luciferase reporter, luminescence, overnight; inhibition, % at 20 µM; 1.7% of 360,000 active; AID 588405;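 active means inhibition of at least 50% at 20 µM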
hiPSC survival – enhancers of human iPSC single-cell survival; hiPSC single-cell survival, ATPlite luminescence; 100% = ROCK inhibitor wells, 0% = DMSO; 0.044% of 360,000 active; survival enhancement, % at 20 µM; in the data active means survival enhancement above about 18%;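 further: cells exposed to compounds for 16 hours before the ATP read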
Numbers without * were called inactive; · = no result given.

SMILES	NR2E3 ag-1	HIF-2a inh	NR2E3 ag-2	H9c2 protect	CaV13 ICDI inh	PDI turbidity	HTR2A ag	Shn3 inh set2	MITF TRPM1 inh	Peg3 prom inh	hiPSC survival
O=C(Nc1ccccc1C(=O)O)c1cc(S(=O)(=O)Nc2cccc(F)c2)ccc1Cl	7	21	-35	17	-17	-14	10	4	3	0	0.0
Cc1ccc(S(=O)(=O)c2nc(NC3CCS(=O)(=O)C3)sc2Cl)cc1 (stereo not given)	-1	22	-9	0	-4	21	-9	8	1	23	0.9
CCCCN1C(=O)C(NC(C)=O)c2ccccc21 (stereo not given)	0	4	-31	1	-5	0	-2	-7	-16	8	0.9
O=C(/C=C/c1ccco1)N(Cc1cccc(Br)c1)C1CCS(=O)(=O)C1 (stereo not given)	2	-1	12	3	-5	-4	2	7	2	-4	-0.5
CCOP(=O)(O)c1ccccc1OCCOc1ccccc1P(=O)(O)OCC	4	-25	12	-2	·	0	4	18	-3	2	2.9
CC(C)N(C(=O)CSc1nc2ccccc2n1-c1ccccc1)C(C)C	6	-4	-7	4	-8	1	-4	10	11	17	-0.9
COC(=O)CN1C(=O)C(C)(C)Oc2ccc(C(=O)NC3CCCC3)cc21	2	18	-7	1	-4	7	-3	7	-6	12	-0.5
CC(C)Sc1oc(-c2ccco2)nc1S(=O)(=O)c1ccccc1	-7	2	2	-4	-10	3	0	12	-11	4	-0.5
COc1ccc(S(=O)(=O)N(Cc2nc3ccccc3c(=O)[nH]2)C2CCCC2)cc1	-2	12	-8	8	·	1	-2	0	2	29	-3.5
CCOc1cc(/C=N/Nc2ccc(C(=O)O)cc2)ccc1OC(=O)c1ccccc1C	0	-143	-36	1	10	1	0	-50	-27	-109	0.5
O=C(CCn1c(=O)oc2ccccc21)Nc1cccc(Br)c1	1	2	-18	1	-6	7	-8	-14	-7	10	0.0
COc1ccc(CN(C)Cc2nc(Cc3cccc(F)c3)no2)c2cccnc12	3	25	80*	-19	-5	3	2	85	-1	16	-0.4
Cc1ccc(Cl)cc1NC(=O)c1cc(S(=O)(=O)N2CCOCC2)cn1C	3	4	2	-7	-10	·	12	3	·	4	0.7
COC(=O)C1=C(C)NC(=O)CC1c1cc(Br)ccc1F (stereo not given)	5	12	-11	5	0	1	-1	4	8	7	-1.8
CCN(c1ccccc1)S(=O)(=O)c1csc(C(N)=O)c1	-1	6	-14	-1	-4	3	7	4	4	-13	1.6
O=C(Nc1cnc2sc3c(n2c1=O)CCCC3)c1ccc(F)cc1	3	-245	-7	0	·	1	6	-32	-56	-224	1.8
COc1ccc(NS(=O)(=O)c2cccc(C(=O)N3CCN(Cc4ccc5c(c4)OCO5)CC3)c2)cc1	2	5	6	3	-6	-2	-2	14	13	11	0.0
Cn1c(N)c(-c2ccccc2)c2ccc([N+](=O)[O-])cc2c1=O	5	25	-43	-1	-18	-17	-3	-16	-9	36	1.2
O=C(CSc1nnc(CNc2ccccc2)o1)N1CCN(C(=O)c2ccco2)CC1	-1	-9	15	-2	-9	-1	5	0	3	17	0.0
Cc1ccc(C)c(NC(=O)COC(=O)c2ccc3c(c2)OCCO3)c1	-1	12	-14	-5	-5	-6	4	-1	-7	-8	0.2
CC(=O)C1=NN(c2ccccc2)C(c2cccs2)N1c1ccc(N(C)C)cc1 (stereo not given)	2	-90	-34	-14	-4	3	0	59	10	-32	-0.9
Cc1cc(C)n(-c2nnc(C)n2/N=C/c2cc(Br)ccc2OCc2ccccc2)n1	-3	-82	-24	-14	-5	6	-4	-24	-32	-60	2.0
CCN(C(=O)/C=C/c1ccc2c(c1)OCO2)c1ccccc1	5	-75	-8	2	-4	0	0	-11	-24	-47	-2.0
CCC(C(=O)NC1CCCC1)n1c(SCc2cccc(C)c2)nc2ccncc21 (stereo not given)	2	6	4	-9	-7	·	-4	9	·	1	-0.6
CC(=O)c1cnc2nc(SCc3ccccc3)nn2c1C	0	-228	-84	10	-1	1	-1	-27	-98	-226	-0.4

The list goes on.
SMILES	NR2E3 ag-1	HIF-2a inh	NR2E3 ag-2	H9c2 protect	CaV13 ICDI inh	PDI turbidity	HTR2A ag	Shn3 inh set2	MITF TRPM1 inh	Peg3 prom inh	hiPSC survival
N/C(Cn1cncn1)=N\OC(=O)c1ccc(Cl)cc1	-2	20	12	2	4	4	-7	-10	6	9	1.7
Cc1cccc(NC(=S)NNC(=O)c2cc3c(s2)CCC(C)C3)c1C (stereo not given)	0	0	-21	-12	-4	3	-3	-5	-2	4	0.2
CCC1(CC)NC(=O)N(CC(=O)NC(=O)NCc2ccccc2)C1=O	-5	3	7	-2	-2	-1	-7	11	2	0	-0.4
O=C(NCc1ccc2c(c1)OCO2)C1CCCN(S(=O)(=O)c2cccc3nonc23)C1 (stereo not given)	-3	15	-10	14	-2	-2	-8	-18	-12	8	0.2
O=C(COc1ccc(Br)cc1Cl)NC1CCCCC1	0	-263	-90	-10	-3	-2	1	-49	-89	-339	-1.0
CN(C)C(=S)Nc1nc2ccccc2s1	·	-308	35	-12	-2	1	3	-3	-22	-313	-1.8
O=C(CSc1nc2ccc(Cl)cc2[nH]1)c1c[nH]c2ccccc12	1	-11	-25	4	-5	4	-5	-3	3	-6	-0.3
CCCc1cc(=O)[nH]c2nnc(SCC(=O)N3CC(C)OC(C)C3)n12 (stereo not given)	1	9	-10	-2	-5	5	3	-14	-10	3	-0.2
CCOC(=O)c1[nH]c2ccc(F)cc2c1N=C(C)N(CC)CC	-1	4	-24	8	-3	-2	-1	-4	10	-7	-0.2
CCOc1ccccc1N1CCN(CC(=O)Nc2nnc(CC)s2)CC1	3	3	-11	15	1	-3	-3	0	9	4	-0.7
O=C(NCC(c1cccs1)N1CCOCC1)c1cc(S(=O)(=O)N2CCOCC2)ccc1F (stereo not given)	-3	3	3	8	-12	0	6	1	2	15	-0.5
OCC[C@@H]1C[C@H](O)[C@@H](O)[C@]2(OCc3ccc4ccccc4c32)O1	·	4	20	6	-6	-1	1	-11	·	-4	0.0
O=C(NCc1ccco1)c1cc([N+](=O)[O-])ccc1Cl	-2	14	5	10	-7	0	-1	3	-3	7	-0.7
CC(=O)Nc1ccc(S(=O)(=O)N2CCN(CC3CC4C=CC3C4)CC2)cc1 (stereo not given)	-2	23	15	-13	-1	-1	4	20	3	1	-2.1
COc1cc(O)c(C(CCN2CCCCC2)c2ccc(N(C)C)cc2)c(OC)c1 (stereo not given)	-6	-10	-9	1	-5	-2	-3	6	-16	5	-0.7
C=CCOc1ccc(/C(O)=C2/C(=O)C(=O)N(CCCN3CCOCC3)C2c2ccc(OC)cc2)cc1 (stereo not given)	1	8	5	7	-4	16	-3	-9	-2	15	-1.5
COc1cc(CCC(=O)OCC(=O)Nc2c(Cl)cccc2Cl)cc(OC)c1OC	-6	5	8	-4	-4	3	-4	-6	16	-9	-0.1
Cc1sc(NC(=O)C2=COCCO2)c(C(N)=O)c1C	3	-111	-62	-4	-1	3	7	-38	-23	-142	-0.5
Cc1c(N2C(=O)/C(=C3\C(=O)N(CC(=O)O)c4ccccc43)SC2=S)c(=O)n(-c2ccccc2)n1C	2	7	0	8	-2	1	3	-5	8	40	-0.6
O=C(COC(=O)c1cccc(S(=O)(=O)N2CCc3ccccc32)c1)NCc1ccco1	2	10	21	6	0	9	-9	-11	2	15	-0.4
Cc1cc(C)c(C(=O)Nn2c(C)nc3ccccc3c2=O)cc1C	0	14	-44	4	-6	16	3	2	-1	17	-0.7
Cn1c(N)cc(=O)n(C)c1=S	·	16	-6	12	-5	-12	6	4	8	-3	2.2
CCOc1cccc2cc(C(=O)N3CCOCC3)c(=O)oc12	2	-1	-39	4	-8	-1	8	14	-8	-12	0.4
C(=N\Nc1nc(-c2ccccc2)cs1)/c1ccco1	2	-257	-130	1	-5	-4	-1	-133	-96	-276	0.4
Fc1ccccc1CSc1nnc(-c2cccs2)o1	-5	-233	-121	-4	-10	-5	-4	-58	-91	-355	-1.6

Next compounds follow:
SMILES	NR2E3 ag-1	HIF-2a inh	NR2E3 ag-2	H9c2 protect	CaV13 ICDI inh	PDI turbidity	HTR2A ag	Shn3 inh set2	MITF TRPM1 inh	Peg3 prom inh	hiPSC survival
Cc1ccc(S(=O)(=O)NCC(=O)OCC(=O)c2c(N)n(C)c(=O)n(C)c2=O)cc1	-1	7	-6	6	-3	5	4	-6	-2	19	4.3
CNc1c([N+](=O)[O-])ncn1C	-2	16	-21	14	-5	-3	3	-7	-4	10	-1.8
Cc1ccc2c(CC(=O)NCc3ccc4c(c3)OCO4)coc2c1	0	-14	-2	-1	0	-3	0	0	-15	-2	0.2
O=C(Nc1ccc(S(=O)(=O)NCC2CCCO2)cc1)c1ccc(Cl)cc1[N+](=O)[O-] (stereo not given)	1	15	4	-13	-4	2	-4	-1	14	21	-0.5
COc1ccc(-c2cc(C(F)(F)F)nc(S(=O)(=O)CCCC(=O)Nc3cc(C)on3)n2)cc1OC	·	-55	-29	-6	-3	-2	3	55	41	111*	0.2
Nc1ncc(CCN2CCOCC2)c(-c2ccc(F)cc2)n1	0	13	-17	3	-3	-1	-5	-22	3	9	-0.1
CC1CCCCN1c1ccc(N)cc1C(N)=O (stereo not given)	-4	19	1	0	3	3	2	12	-1	0	1.4
O=C(NCc1ccc(F)cc1)c1cc(S(=O)(=O)N2CCCCC2)ccc1N1CCOCC1	4	3	-1	-7	-6	-2	7	8	5	-4	0.2
O=S(=O)(c1cccc(C(F)(F)F)c1)N1CCN(S(=O)(=O)c2ccc3c(c2)OCCO3)CC1	·	1	-31	-8	·	-6	-5	73	5	7	-1.0
COc1ccc(NC(=O)CN2c3cccc4cccc(c34)S2(=O)=O)c(OC)c1	3	17	-16	10	·	11	-3	17	17	-4	4.2
O=C(O)c1ccccc1OC(C(=O)Nc1cc(Cl)cc(Cl)c1)c1ccccc1 (stereo not given)	3	20	-39	-5	-7	4	3	29	18	32	-0.6
CCCCCCN1C[C@@H](O)[C@H](n2cc(COC(=O)c3ccccc3)nn2)C[C@@H]1c1ccc(Cl)cc1	·	2	-9	-20	-4	-3	2	-22	·	-9	0.8
CCOC(=O)C1=CN2CCCC[C@@H]2CC1=O	·	4	-7	0	-11	-3	7	-6	1	0	-1.5

Assay outcomes deposited in PubChem by several laboratories.

This is a random part of the collection; overall some 3.9% were active at least once.
